Compound activity: PubChem, Broad Institute
T cruzi intra – inhibitors of intracellular Trypanosoma cruzi, primary screen, cell-based, plate reader, single point, set 2; intracellular Trypanosoma cruzi in host cells; activity score (inhibition), % at 5.01 µM; hit rate 4.9% among 22,000; AID 651903, 2012; in the data active means activity score above about 55%;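 further: parasites and compound incubated about four days before reading; 0% = median of neutral control wells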
INS-1E ATP HTS – protection of INS-1E cells from cytokine death, primary screen, ATP luminescence, single point; protection from cytokine-induced ATP loss, % at 10 µM; INS-1E cytokine-induced death, 48 h; normalised: neutral wells 0, positive control 100; hit rate 0.1% among 20,000;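 active means mean replicate protection from cytokine-induced ATP loss at least 50% and at least 75% of replicates each reaching 50%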
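Material: INS-1E rat cells; Quantity: 8000 cells/well; Buffer or medium: phenol-red-free RPMI with 5% fetal bovine serum; Probe or stimulus: cytokine cocktail of IFN-γ, TNF-α and IL-1β; Compound dosing: single test concentration per compound, delivered by pin transfer; Incubation: 48 h co-treatment, 10 min post-lysis read; Signal: CellTiter-Glo luminescence.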
* = called active by the depositor; x = not tested or not shown. Compounds as they come. Share with any hit: about 5.6%.

SMILES | T cruzi intra | INS-1E ATP HTS
COc1ccc(NC(=O)Nc2ccc3c(c2)C(=O)N([C@H](C)CO)C[C@@H](C)[C@H](CN(C)Cc2ccc(C(=O)O)cc2)O3)cc1 | -21.8 | 12.2
C[C@@H]1CCCCO[C@H](CN(C)C(=O)Nc2ccc(F)cc2)[C@@H](C)CN([C@H](C)CO)C(=O)c2cc(NS(=O)(=O)c3ccccc3)ccc2O1 | -2.7 | 0.2
CC(C)NC(=O)Nc1ccc2c(c1)CC(=O)N([C@@H](C)CO)C[C@@H](C)[C@@H](CN(C)S(=O)(=O)c1cn(C)cn1)O2 | -7.2 | 3.2
C[C@@H]1CN([C@H](C)CO)C(=O)c2cccc(NC(=O)Nc3ccc4c(c3)OCO4)c2O[C@@H]1CN(C)CC1CCCCC1 | -26.5 | -16.4
C[C@@H]1CN([C@H](C)CO)C(=O)Cc2cc(NC(=O)NC3CCCCC3)ccc2O[C@@H]1CN(C)Cc1ccc(C(F)(F)F)cc1 | 50.4 | -26.8
C[C@@H]1CN([C@H](C)CO)C(=O)c2cc(NS(=O)(=O)c3cn(C)cn3)ccc2O[C@@H]1CN(C)C(=O)Nc1ccc2c(c1)OCO2 | -0.3 | 2.6
C[C@@H]1CCCCO[C@H](CN(C)Cc2ccc(Cl)c(Cl)c2)[C@@H](C)CN([C@H](C)CO)C(=O)c2cc(NC(=O)Nc3ccccc3)ccc2O1 | 76.4* | -9.0
C[C@@H]1CN([C@@H](C)CO)C(=O)CCCn2cc(nn2)CO[C@H]1CN(C)C(=O)CCCN(C)C | -11.7 | x
C[C@H]1CN([C@@H](C)CO)C(=O)c2cc(NC(=O)Nc3ccc4c(c3)OCO4)ccc2O[C@@H]1CN(C)Cc1ccc(Oc2ccccc2)cc1 | 70.1* | -46.1
C[C@@H]1CN([C@H](C)CO)C(=O)Cc2cc(NS(=O)(=O)c3cccs3)ccc2O[C@@H]1CN(C)C(=O)Nc1cccc2ccccc12 | -0.6 | -0.7
C[C@H]1CN([C@@H](C)CO)C(=O)c2cc(NC(=O)Nc3ccc4c(c3)OCO4)ccc2O[C@H]1CN(C)Cc1ccncc1 | -18.0 | x
C[C@H]1CN([C@@H](C)CO)C(=O)c2cccc(NC(=O)Nc3ccc4c(c3)OCO4)c2O[C@@H]1CN(C)C(=O)Nc1cccc2ccccc12 | 15.9 | -2.3
C[C@@H]1CN([C@@H](C)CO)C(=O)c2cccc(NS(=O)(=O)c3cn(C)cn3)c2O[C@H]1CN(C)Cc1ccc(-c2ccccc2)cc1 | -20.5 | -5.4
COc1ccc(S(=O)(=O)Nc2ccc3c(c2)CC(=O)N([C@@H](C)CO)C[C@H](C)[C@H](CN(C)Cc2ccc(Cl)c(Cl)c2)O3)cc1 | 73.2* | -21.3
COc1ccc(NC(=O)N(C)C[C@H]2Oc3ccc(NC(=O)NC4CCCCC4)cc3CC(=O)N([C@@H](C)CO)C[C@H]2C)cc1 | 5.8 | 1.2
C[C@H](CO)N1C[C@H](C)[C@@H](CN(C)Cc2ccc(C(=O)O)cc2)Oc2c(NC(=O)c3nc4ccccc4s3)cccc2C1=O | 20.0 | 1.6
C[C@H]1CN([C@@H](C)CO)C(=O)c2cccc(NC(=O)Nc3ccc(F)cc3)c2O[C@@H]1CN(C)C(=O)NC1CCCCC1 | -2.9 | -7.7
C[C@H]1CN([C@@H](C)CO)C(=O)c2cccc(NC(=O)c3ccncc3)c2O[C@@H]1CN(C)Cc1ccncc1 | -17.4 | 5.0
Cc1ccc(S(=O)(=O)Nc2ccc3c(c2)C(=O)N([C@@H](C)CO)C[C@H](C)[C@H](CN(C)C(=O)Nc2c(C)noc2C)O3)cc1 | -3.6 | -2.5
C[C@@H]1CN([C@H](C)CO)C(=O)CCCn2nncc2CO[C@@H]1CN(C)C(=O)c1cc(-c2ccccc2)on1 | -41.0 | 4.7
C[C@@H]1CN([C@H](C)CO)C(=O)c2cccc(NC(=O)C3CCOCC3)c2O[C@H]1CN(C)CC1CC1 | 9.6 | -0.7
Cc1noc(C)c1S(=O)(=O)N(C)C[C@H]1Oc2ccc(NC(=O)CCCN(C)C)cc2C(=O)N([C@H](C)CO)C[C@H]1C | -29.2 | -2.2
C[C@H]1CN([C@@H](C)CO)C(=O)Cc2cc(NC(=O)CCCCCC(=O)Nc3ccccc3N)ccc2O[C@@H]1CN(C)CC1CCCCC1 | -39.3 | 3.6
C[C@H]1CN([C@@H](C)CO)C(=O)Cc2cc(NC(=O)CCN3CCOCC3)ccc2O[C@@H]1CN(C)S(=O)(=O)c1cccs1 | -50.2 | 7.6
Cc1ncc(CO)c(/C=N/NC(=O)CCCCCCC(=O)O)c1O | -8.6 | 0.0

Full records from above. Screens in order: T cruzi intra	INS-1E ATP HTS
`C[C@H]1CN([C@@H](C)CO)C(=O)Cc2cc(NC(=O)CCN3CCOCC3)ccc2O[C@@H]1CN(C)S(=O)(=O)c1cccs1` as listed: -50.2	7.6
`C[C@H]1CN([C@@H](C)CO)C(=O)c2cccc(NC(=O)c3ccncc3)c2O[C@@H]1CN(C)Cc1ccncc1` as listed: -17.4	5.0

(further entries)
SMILES | T cruzi intra | INS-1E ATP HTS
C[C@H]1CN([C@@H](C)CO)C(=O)Cc2cc(NC(=O)C3CCCCC3)ccc2O[C@H]1CN(C)S(=O)(=O)c1ccc(Cl)cc1 | 17.0 | 0.0
Cc1cc(C(=O)Nc2cccc3c2O[C@H](CN(C)CC2CC2)[C@H](C)CN([C@H](C)CO)C3=O)n(C)n1 | -10.1 | -2.0
COc1ccc(NC(=O)Nc2cccc3c2O[C@@H](CN(C)C(=O)Nc2ccc4c(c2)OCO4)[C@@H](C)CN([C@H](C)CO)C3=O)cc1 | 3.9 | 5.7
CC(C)NC(=O)Nc1cccc2c1O[C@H](CN(C)Cc1ccc(C(F)(F)F)cc1)[C@@H](C)CN([C@@H](C)CO)C2=O | -1.5 | -9.2
Cc1noc(C)c1NC(=O)N(C)C[C@@H]1Oc2ccc(NC(=O)Cc3ccccc3)cc2C(=O)N([C@H](C)CO)C[C@@H]1C | -14.4 | -3.5
C[C@H]1CN([C@@H](C)CO)C(=O)Cc2cc(NC(=O)Nc3ccccc3)ccc2O[C@H]1CN(C)C(=O)Nc1ccc(F)cc1 | -24.8 | 15.9
Cc1ccc(S(=O)(=O)Nc2cccc3c2O[C@H](CN(C)Cc2ccc(C(=O)O)cc2)[C@@H](C)CN([C@H](C)CO)C3=O)cc1 | -13.1 | 10.8
COc1ccc(NC(=O)N(C)C[C@H]2Oc3ccc(NC(=O)C4CCCCC4)cc3C(=O)N([C@@H](C)CO)C[C@@H]2C)cc1 | 1.5 | -16.7
Cc1cccc(CN(C)C[C@@H]2Oc3ncc(Br)cc3C(=O)N([C@H](C)CO)C[C@@H]2C)c1 | -5.8 | x
C[C@@H]1CN([C@H](C)CO)C(=O)c2cc(NC(=O)Cn3cnnn3)ccc2O[C@H]1CN(C)S(C)(=O)=O | 2.8 | 6.2
C[C@@H]1CN([C@H](C)CO)C(=O)c2cccc(NC(=O)Nc3cccc4ccccc34)c2O[C@@H]1CN(C)CC1CCCCC1 | 11.0 | -50.1
C[C@H]1CN([C@@H](C)CO)C(=O)c2cc(NC(=O)Nc3ccc4c(c3)OCO4)ccc2O[C@H]1CN(C)C(=O)Nc1ccc2c(c1)OCO2 | 0.8 | -0.8
C[C@@H]1CN([C@H](C)CO)C(=O)c2cc(NS(C)(=O)=O)ccc2O[C@@H]1CN(C)Cc1ccc(C(F)(F)F)cc1 | -9.0 | 0.5
C[C@@H]1CN([C@H](C)CO)C(=O)Cc2cc(NC(=O)Nc3ccc(C(F)(F)F)cc3)ccc2O[C@H]1CN(C)Cc1ccc(C(=O)Nc2ccccc2N)cc1 | 32.2 | -9.5
COc1ccc(NC(=O)Nc2ccc3c(c2)C(=O)N([C@@H](C)CO)C[C@H](C)[C@H](CN(C)Cc2ccccc2)O3)cc1 | 5.5 | -14.9
C[C@H](CO)N1C[C@H](C)[C@@H](CN(C)S(=O)(=O)c2cccs2)Oc2ccc(NS(=O)(=O)c3cccs3)cc2C1=O | -1.4 | -7.7
C[C@@H]1CN([C@@H](C)CO)C(=O)c2cc(NC(=O)NC3CCCCC3)ccc2O[C@@H]1CN(C)C(=O)Nc1ccccc1 | -5.9 | 1.4
C[C@H](CO)N1C[C@H](C)[C@@H](CN(C)C(=O)Nc2cccc3ccccc23)Oc2c(NC(=O)Nc3ccc(F)cc3)cccc2C1=O | 18.4 | 4.3
C[C@@H]1CN([C@@H](C)CO)C(=O)c2cc(NC(=O)CCCN(C)C)ccc2O[C@@H]1CN(C)C | -14.0 | 8.3
CNC[C@@H]1Oc2c(NC(=O)Nc3ccc(OC)cc3)cccc2C(=O)N([C@@H](C)CO)C[C@@H]1C | -23.4 | 8.0
COc1ccc(NC(=O)Nc2cccc3c2O[C@@H](CN(C)C(=O)NC(C)C)[C@@H](C)CN([C@H](C)CO)C3=O)cc1 | -3.7 | -2.9
Cc1ccc(S(=O)(=O)N(C)C[C@@H]2Oc3c(NC(=O)c4cc(C)nn4C)cccc3C(=O)N([C@H](C)CO)C[C@@H]2C)cc1 | -26.2 | 8.5
C[C@H](CO)N1C[C@H](C)[C@H](CN(C)S(=O)(=O)c2ccc(C#N)cc2)Oc2ncc(C#Cc3cccc(F)c3)cc2C1=O | 27.7 | x
CC(C)NC(=O)N(C)C[C@H]1OCCCC[C@@H](C)Oc2ccc(NC(=O)Nc3cccc4ccccc34)cc2C(=O)N([C@H](C)CO)C[C@@H]1C | x | -2.3
C[C@H](CO)N1C[C@H](C)[C@H](CN(C)Cc2ccncc2)Oc2c(NS(=O)(=O)c3ccc(Cl)cc3)cccc2C1=O | 1.5 | -5.9

Filtered by structure: the entries above with a COOH group.
SMILES | T cruzi intra | INS-1E ATP HTS
COc1ccc(NC(=O)Nc2ccc3c(c2)C(=O)N([C@H](C)CO)C[C@@H](C)[C@H](CN(C)Cc2ccc(C(=O)O)cc2)O3)cc1 | -21.8 | 12.2
C[C@H](CO)N1C[C@H](C)[C@@H](CN(C)Cc2ccc(C(=O)O)cc2)Oc2c(NC(=O)c3nc4ccccc4s3)cccc2C1=O | 20.0 | 1.6
Cc1ncc(CO)c(/C=N/NC(=O)CCCCCCC(=O)O)c1O | -8.6 | 0.0
Cc1ccc(S(=O)(=O)Nc2cccc3c2O[C@H](CN(C)Cc2ccc(C(=O)O)cc2)[C@@H](C)CN([C@H](C)CO)C3=O)cc1 | -13.1 | 10.8

New compounds follow
SMILES | T cruzi intra | INS-1E ATP HTS
COc1ccc(S(=O)(=O)Nc2ccc3c(c2)CC(=O)N([C@@H](C)CO)C[C@H](C)[C@@H](CN(C)Cc2ccc(Cl)c(Cl)c2)O3)cc1 | 46.1 | -5.9
COc1ccc(S(=O)(=O)N(C)C[C@@H]2Oc3ncc(C#CC(C)(C)O)cc3C(=O)N([C@H](C)CO)C[C@@H]2C)cc1 | 6.3 | x
Cc1ccc(S(=O)(=O)Nc2ccc3c(c2)CC(=O)N([C@@H](C)CO)C[C@@H](C)[C@@H](CN(C)S(=O)(=O)c2c(C)noc2C)O3)cc1 | 6.9 | 0.3
C[C@H]1CN([C@@H](C)CO)C(=O)c2cc(NS(=O)(=O)c3ccccc3)ccc2O[C@@H]1CN(C)S(=O)(=O)c1ccc(Cl)cc1 | 11.6 | -7.6
C[C@@H]1CN([C@@H](C)CO)C(=O)c2cc(NC(=O)CCCCCC(=O)Nc3ccccc3N)ccc2O[C@@H]1CN(C)S(C)(=O)=O | -27.8 | 4.8
C[C@@H]1CN([C@H](C)CO)C(=O)Cc2cc(NC(=O)Nc3cccc4ccccc34)ccc2O[C@@H]1CN(C)Cc1ccc(Cl)c(Cl)c1 | 68.1* | -22.0
C[C@@H]1CN([C@H](C)CO)C(=O)Cc2cc(NS(=O)(=O)c3ccc(F)cc3)ccc2O[C@@H]1CN(C)Cc1ccncc1 | 7.7 | 2.4
C[C@@H]1CN([C@@H](C)CO)C(=O)c2cc(NS(=O)(=O)c3ccc(F)cc3)ccc2O[C@@H]1CN(C)Cc1ccccc1 | 21.8 | -9.4
C[C@@H]1CN([C@@H](C)CO)C(=O)c2cccc(NC(=O)Nc3ccc4c(c3)OCO4)c2O[C@H]1CN(C)Cc1ccc(C(=O)Nc2ccccc2N)cc1 | 67.5* | -1.1
C[C@H](CO)N1C[C@H](C)[C@@H](CN(C)Cc2ccc(C(=O)O)cc2)Oc2ccc(NS(=O)(=O)c3cn(C)cn3)cc2C1=O | -7.1 | 14.2
Cc1noc(C)c1S(=O)(=O)N(C)C[C@H]1OCCCC[C@@H](C)Oc2ccc(NS(=O)(=O)c3ccccc3)cc2C(=O)N([C@H](C)CO)C[C@@H]1C | 22.0 | -4.5
COc1ccc(S(=O)(=O)Nc2ccc3c(c2)C(=O)N([C@H](C)CO)C[C@@H](C)[C@H](CN(C)CC2CCCCC2)O3)cc1 | 9.1 | -13.4
C[C@H]1CN([C@@H](C)CO)C(=O)c2cc(NS(=O)(=O)c3ccccc3)ccc2O[C@@H]1CN(C)Cc1ccc(C(=O)Nc2ccccc2N)cc1 | 31.2 | -1.5
Cc1ccc(S(=O)(=O)N(C)C[C@@H]2OCCCC[C@@H](C)Oc3ccc(NC(=O)c4ccccc4)cc3C(=O)N([C@H](C)CO)C[C@@H]2C)cc1 | -41.1 | 12.7
